cln2 rad14: NCI yeast anticancer drug screen, S. cerevisiae cln2 rad14 strain; hit rate 8.3% among 78,000; % growth inhibition at 50 µM;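 further: 0% = growth of vehicle-only cultures of the same strain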
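Growth inhibition, relative to vehicle-treated controls, is the read-out. The test organism is a yeast strain with defined genetic alterations, cln2 rad14.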
yeast rad50: NCI yeast anticancer drug screen, S. cerevisiae rad50 strain; growth inhibition, % at 50 µM; hit rate 10% among 79,000; AID 155;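 further: 0% = growth of vehicle-only cultures of the same strain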
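A DNA repair-deficient yeast mutant serves as the test organism; compound-induced growth inhibition is calculated against vehicle-treated cells.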
mlh1 rad18: NCI yeast anticancer drug screen, S. cerevisiae mlh1 rad18 strain; % growth inhibition at 50 µM; hit rate 11% among 79,000; AID 175;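 further: 0% = growth of vehicle-only cultures of the same strain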
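In this whole-cell yeast screen, a strain with altered DNA damage repair is challenged with compound, and its growth is measured against matched vehicle-treated controls.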
mec2-1: NCI yeast anticancer drug screen, S. cerevisiae mec2-1 strain; % growth inhibition at 50 µM; hit rate 9% among 79,000;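 further: 0% = growth of vehicle-only cultures of the same strain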
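Compounds were applied to mec2-1 yeast cells. Their growth was then compared with that of vehicle-treated cultures to give growth inhibition.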
yeast sgs1 mgt1: NCI yeast anticancer drug screen, S. cerevisiae sgs1 mgt1 strain; growth inhibition, % at 50 µM; hit rate 10% among 78,000;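 further: 0% = growth of vehicle-only cultures of the same strain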
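Genetically altered yeast, compound exposure, growth inhibition relative to vehicle.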
bub3: NCI yeast anticancer drug screen, S. cerevisiae bub3 mutant strain | % growth inhibition at 50 µM | hit rate 9.9% among 78,000;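 further: 0% = growth of vehicle-only cultures of the same strain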
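Readout: yeast growth inhibition, expressed relative to vehicle-only wells. The test organism is a mutant strain from a panel with lesions in DNA repair or checkpoint genes.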
* marks the source's active call; other numbers are inactive results; & = joins results of further samples. No stated cut-off is given here; in the data, active means growth inhibition above about 70%; inactive means the rest.

nr	SMILES	mlh1 rad18	mec2-1	cln2 rad14	bub3	yeast rad50	yeast sgs1 mgt1
1	Nc1nnc2nc(CC(=O)c3ccccc3[N+](=O)[O-])c(CC(=O)c3ccccc3[N+](=O)[O-])nn12	9	6	-13	-27	1	18
2	COc1ccccc1NC(=O)CC(=O)N1N=C(c2ccccc2)C(N=Nc2ccc(Cl)cc2)C1=O (centres undefined)	-8	1	-41	1	-5	-2
3	Nc1ncnc2c1ncn2C1(CO)OC(CO)C(O)C1O (centres undefined)	-1&11	-6&-9	-23&-1	19&5	3&14	0&-14
4	O=C1CCCC(=O)N1c1ccccc1	4	25	9	7	19	12
5	CCOc1c(N=Nc2ccccc2Cl)c(-c2ccccc2)nn1C(=S)S	43	58	48	78*	53	29
6	CC1=C(C(=O)Nc2ccccc2C)C(c2ccco2)C(C(=O)Nc2ccccc2C)=C(C)N1C	-9	-7	-16	-10	-7	-38
7	C[C@H](C(O)CC(=O)C(C)(C)O)[C@H]1CC[C@@]2(C)[C@@H]3CC[C@H]4C(C)(C)[C@@H](OC5OC(COC6OC(CO)C(O)C(O)C6O)C(O)C(O)C5O)CC[C@]4(C)C3=CC[C@]12C (some centres undefined)	-76	-19	0	-23	-13	-20
8	CC(=O)Nc1ccccc1NOC(=O)c1ccccc1NC(C)=O	18	-9	33	25	-3	4
9	C1CCC(N2CN(C3CCCCC3)C2)CC1	18&-32	0&-12	10&-14	-19&-9	0&8	-9&-17
10	c1ccc2c(c1)[nH]c1cc3ccncc3cc12	62	47	35	34	79*	46
11	N#CC(c1ccc(Cl)cc1)c1cccc(C(C#N)c2ccc(Cl)cc2)n1 (centres undefined)	25	14	32	38	29	38
12	CCOc1cc(C(=O)O)cc(OCC)c1OCC	-23	-36	22	-25	-12	-13
13	COC(=O)/C(=N/NC(=O)C[N+](C)(C)C)C(C(=O)OC)C(=O)C(=O)Nc1ccc(F)cc1 (centres undefined)	-32	-42	-7	-10	-48	-28
14	CN/N=C(/CC(=O)c1sc(NNC(C)=O)nc1C)C(=O)Nc1ccc(OC)cc1OC	-2	-14	15	15	16	3
15	N#CC1=C(N)N(/N=C/c2ccccc2)C(c2ccccc2)C1(C#N)C#N (centres undefined)	64	59	46	66	40	77*
16	CN1CCC=C(C(=O)O)C1	1	0	5	10	3	-2
17	Cc1ccc(SC(C)/C=C/NNC2=NC(c3ccccc3)C(c3ccccc3)=NN2)cc1 (centres undefined)	24	10	30	14	35	6
18	CCN(CC)CCN(C)c1ccc(CO)c2c1C(=O)c1ccccc1S2=O (centres undefined)	98*	61	34	82*	96*	96*
19	CC(C)(C)n1nnnc1N	-21	-8	0	11	-9	6
20	CC(=O)C(N)=NCc1ccccc1	11	3	5	26	10	-11
21	Cc1c(C(=O)CC(=O)C(=O)NC2C3CC4CC(C3)CC2C4)[n+](=O)c2ccccc2n1[O-] (centres undefined)	-20	1	16	-10	-11	-27
22	CC(C)(C)NC(=O)Oc1ccccc1C(N)=O	-12	-3	-78	5	4	-5
23	CC(C)C(=O)/C=C/c1ccccc1	8&18	-3&-2	-13&18	-4&8	21&11	-5&10
24	CC(=O)C1(C)OC(c2ccccc2)=NC1=S (centres undefined)	9	14	15	-5	7	8
25	NCCS/C=C\C(=O)O	11	-9	18	-15	-19	-34

Compound profiles (already shown).
Listed for CCOc1c(N=Nc2ccccc2Cl)c(-c2ccccc2)nn1C(=S)S → mlh1 rad18 = 43; mec2-1 = 58; cln2 rad14 = 48; bub3 = 78*; yeast rad50 = 53; yeast sgs1 mgt1 = 29
Listed for c1ccc2c(c1)[nH]c1cc3ccncc3cc12 → mlh1 rad18 = 62; mec2-1 = 47; cln2 rad14 = 35; bub3 = 34; yeast rad50 = 79*; yeast sgs1 mgt1 = 46
Listed for NCCS/C=C\C(=O)O → mlh1 rad18 = 11; mec2-1 = -9; cln2 rad14 = 18; bub3 = -15; yeast rad50 = -19; yeast sgs1 mgt1 = -34

Following part
nr	SMILES	mlh1 rad18	mec2-1	cln2 rad14	bub3	yeast rad50	yeast sgs1 mgt1
26	O=c1[nH]c(=O)c2cc([N+](=O)[O-])cc([N+](=O)[O-])c2[nH]1	75*	74*	26	78*	51	55
27	CCOS(=O)(=O)c1ccc(N)c([N+](=O)[O-])c1	6	2	-28	0	5	6
28	CCOC(=O)c1[nH]cc(C)c1-c1cccn1-c1ccc(Cl)cc1[N+](=O)[O-]	40	46	21	29	32	64
29	NC(N)=NS(=O)(=O)c1ccc(N=Cc2c3ccccc3nc3ccccc23)cc1	99*	99*	99*	96*	99*	99*
30	O=C(O)c1ccc([N+](=O)[O-])cc1Cl	-8	-10	8	-3	-12	-2
31	O=C(O)C1C(C(=O)O)C2C3C4C1C1C2C3C41 (centres undefined)	0	3	-22	13	3	-4
32	O=C(O)CC1=C(CC(=O)O)c2ccccc2CCC1	-7	17	34	7	8	13
33	CC(=O)OCC1CC=CCC1C (centres undefined)	2	-16	2	3	5	-10
34	O=C(NCCc1ccccc1)C(F)(F)F	24	15	-4	-4	12	-6
35	O=C(Oc1ccc(OC(=O)c2ccccc2)c2c1C(=O)C(CBr)=C(CBr)C2=O)c1ccccc1	27	15	4	13	43	44
36	CC(=O)c1nc2ccccc2n1CC(=O)c1ccc(Cl)cc1	-4	11	13	44	-9	19
37	Cc1cc(C)c(Br)c(C)c1C	-23	4	-53	8	-17	-10
38	CC(=O)NC(CCCN(Cc1ccccc1)C(=O)NCCCl)C(=O)NCc1ccccc1 (centres undefined)	-19	-26	6	-34	14	4
39	CCCCC[n+]1cccc(C#N)c1	-4	2	15	7	7	-8
40	O=C(O)C(CS(=O)(=O)O)Nc1ccc([N+](=O)[O-])cc1[N+](=O)[O-] (centres undefined)	60	4	7	7	19	12
41	CCOc1ccc(NC(=O)CCCCCCCCC(=O)Nc2ccc(OCC)cc2)cc1	20	3	-2	-5	7	-12
42	Nc1c(S(=O)(=O)O)cc(S(=O)(=O)O)c2ccc(N=Nc3ccccc3)c(O)c12	-16	1	-3	-9	7	-11
43	COc1cc(OC)c(NC2=CC(c3ccc(Cl)cc3)OC2=O)cc1Cl (centres undefined)	18	2	-4	1	27	13
44	O=C(O)c1cccc2nc3cc4c(c(C(=O)O)c3nc12)OCO4	-10	6	-12	-43	4	6
45	O=[N+]([O-])c1cccc(CO)c1	-6	17	9	-7	-10	-1
46	NC(=O)C(=O)N/N=C1\C(=O)N(c2ccc(Cl)cc2Cl)C(=O)C1C(=O)Nc1ccc(Cl)cc1Cl (centres undefined)	-16	-1	22	-14	-1	-16
47	N#C/C(=C\c1cccc(C#N)c1)C(=O)c1ccccc1	28	6	14	13	6	3
48	CCOC(=O)C(NC(=O)C1(O)C(O)C2(CC)C=CCN3CCC4(c5cc(C6(C(=O)OC)CC7CN(CCc8c6[nH]c6ccccc86)CC(O)(CC)C7)c(OC)cc5N(C)C14)C32)C(C)CC (centres undefined)	-8	-28	1	-18	52	-30
49	CC1CCN(SSc2nc3ccccc3s2)CC1	79*	80*	21	82*	28	77*
50	CC(=O)CC(C)(C)NNS(=O)(=O)c1ccc(C)cc1	-14	-1	-21	5	8	-4
51	O=C(CC(c1ccccc1)C(C(=O)O)C(=O)O)c1ccccc1 (centres undefined)	-11	12	-121	0	11	5
52	CC(=O)Oc1cc2c(c3ccc4ccccc4c13)CCc1ccccc1-2	5	-12	10	0	12	10
53	COC(=O)[C@H](CC(C)C)NC(=O)[C@H](Cc1ccccc1)N1CC2C=CC1C2 (some centres undefined)	-39	-15	11	-15	-14	13
54	COCCNC(=O)/C=C\C(=O)O	-4	-4	-49	12	3	-3
55	NC(=S)NCc1ccccc1	-11	-24	-14	-30	6	5
56	CCC(=O)c1cc(C(=O)C(=S)SC)cc(C(=O)C(=S)SC)c1	87*	87*	89*	87*	85*	85*
57	O=C1OC(c2cccc(C(F)(F)F)c2)(c2cccc(C(F)(F)F)c2)c2ccc3ccccc3c21	25	-2	23	-5	35	22
58	Cc1ccccc1C1OC2=C(Nc3ccccc3N2)C1=O (centres undefined)	32	20	22	12	10	30
59	COC(=O)c1cc(C(=O)OC)c(CC(=O)C(=O)NC2C3CC4CC(C3)CC2C4)nc1CC(=O)C(=O)NC1C2CC3CC(C2)CC1C3 (centres undefined)	11	25	10	14	0	-12
60	CC1(C)OC(C2SCCS2)C2OC(=O)C(O[Si](C)(C)C(C)(C)C)C2O1 (centres undefined)	-2	16	1	-3	18	3
61	O=C(O)c1ccccc1-c1ccccc1C(=O)Nc1ccc2c(c1)Cc1cc(F)ccc1-2	97*	98*	97*	98*	94*	98*
62	CCCCN(c1ccccc1)c1ncnc2c1cnn2C	-9	-48	-15	-24	-10	-19
63	O=C(Nc1ccccn1)c1ccccc1	32	20	12	26	35	16
64	O=C(O)CCc1c2ccc(=O)c(O)c-2oc2c(O)c(O)ccc12	62	23	-6	39	60	25
65	CCCCC(O)(CCC)CCCC	3	-7	-37	-1	-9	4
66	CCN1OCC(C)(C(=O)OC)C1C (centres undefined)	-21	-13	-31	10	-14	-11
67	O=[N+]([O-])c1ccccc1-c1cccc2ccccc12	7	-9	-26	-6	1	16
68	CN1CCc2cc3c(c4c2C1C(O)c1ccccc1-4)OCO3 (centres undefined)	15	18	32	37	31	27
69	CC(=O)OCC(COC(C)=O)C(C)=O	-23	-6	22	5	-7	-8
70	CCCCNC(=O)C1CCC(CC2CCCCC2)CC1 (centres undefined)	11	29	-3	18	23	12
71	C=CC12CCC(CC1)n1c(=O)n(C)c(=O)n12	-7	-12	-34	-18	-8	-11
72	CCCCCCCCCCCCCCCCCC(=O)OCC(C)(C)C	-2	-6	-34	-4	3	9
73	COc1cc(CN2CCN(CCO)CC2)c(O)c(CN2CCN(CCO)CC2)c1	7	2	-7	-5	-2	-23
74	Cc1cc(C#N)cc(C)c1N	-15	-9	14	-12	-14	-2
75	NCC1CCC(C(=O)O)CC1 (centres undefined)	-22	-9	-21	-25	-14	-10

An excerpt from above, limited to yeast rad50 and cln2 rad14:
entry	mol	yeast rad50	cln2 rad14
70	CCCCNC(=O)C1CCC(CC2CCCCC2)CC1 (centres undefined)	23	-3
71	C=CC12CCC(CC1)n1c(=O)n(C)c(=O)n12	-8	-34

The list continues.
nr	SMILES	mlh1 rad18	mec2-1	cln2 rad14	bub3	yeast rad50	yeast sgs1 mgt1
76	COC(=O)C12C3C4C1C1C2C3C41C(=O)O (centres undefined)	24	19	18	38	35	3
77	CCC(C)C(NC(=O)C(N)CC(C)C)C(=O)O (centres undefined)	5	-12	-12	12	-24	-12
78	Cc1c2oc3c(C)ccc(C(=O)NC4C(=O)NC(C(C)C)C(=O)N5CCCC5C(=O)N(C)CC(=O)N(C)C(C(C)C)C(=O)OC4C)c3nc-2c(C(=O)NC2C(=O)NC(C(C)C)C(=O)N3CCC3C(=O)N(C)CC(=O)N(C)C(C(C)C)C(=O)OC2C)c(N)c1=O (centres undefined)	90*	92*	87*	89*	90*	93*
79	C=CCS(=O)(=O)Cc1cccc(C)c1	-6	1	-46	-28	0	-8
80	COc1c(Cl)cc(Cl)c(C)c1C(C)C(=O)O (centres undefined)	11	6	16	26	21	3

Screens deposited in PubChem BioAssay by NCI.
